Source: PubChem BioAssay
SRC3 inh = inhibitors of human steroid receptor coactivator 3 (SRC3) | HEK293 GAL4-SRC3 luciferase reporter, luminescence | AID 588352 | actives 0.17% (n = 360,000) | inhibition, % at 3.6 µM | Q9Y6Q9;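 active = inhibition above a per-campaign cutoff, the mean of all compounds plus 3 SD, cut at about 60% in these data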;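 note: 0% = DMSO-treated cells and 100% = gossypol-treated cells at 36 µM; higher means less SRC3-driven luciferase light from the GAL4 reporter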
TROY signal inh = blocks TROY-dependent signaling in reporter cells; Q293 LMP1-TROYcd NF-kB luciferase reporter, 4 h; inhibition, % at 10 µM; actives 0.98% (n = 360,000); AID 1347056;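 active = compounds whose plate-normalised and pattern-corrected inhibition of the luciferase reporter signal at the single screening dose is 50% or more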
NCOA1 inh = human NCOA1 inhibition; Q15788; HEK293 GAL4-SRC1 luciferase reporter, luminescence; inhibition, % at 3.6 µM; actives 0.12% (n = 360,000); AID 588354;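 active = inhibition above the campaign mean plus 3 SD, with each screening campaign given its own cutoff, cut at about 60% in these data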;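 note: 0% = DMSO treated cells and 100% = gossypol at 36 µM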
TLR9-MyD88 inh = inhibitors of human TLR9-MyD88 binding. inhibition, % at 4.98 µM. Q9NR96+Q99836. CHO BLA complementation TLR9-MyD88, CCF4 FRET ratio. AID 504734. actives 0.21% (n = 340,000);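 active = inhibition above the mean over all tested compounds plus 3 SD, cut at about 21% in these data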;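 note: 0% = DMSO only wells and 100% = clavulanate BLA inhibitor control wells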
Exocytosis inh = blocks lytic granule exocytosis; TALL-104 LAMP-1 surface exposure, flow cytometry; cells stimulated with thapsigargin and PMA; inhibition, % at 10 µM; actives 0.66% (n = 360,000);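 active = inhibition above about 55%, limit read from the data; inconclusive = no clear call, values can overlap the other calls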
NOD2-RIPK2 inh = blocks binding of human NOD2 to RIPK2; CHO BLA complementation NOD2-RIPK2, CCF4 ratio; inhibition, % at 4.98 µM; actives 0.38% (n = 360,000); in the data active = inhibition above about 21%;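 note: 0% = vehicle only and 100% = reference blocker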
NR2F2 inh = inhibitors of human COUP-TFII (NR2F2); P24468; HEK293T NGFI-A luciferase reporter, luminescence; inhibition, % at 8.6 µM; actives 0.7% (n = 370,000);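 active = inhibition above a per-plate cutoff, mean inhibition of test wells between control levels plus 3 SD, cut at about 38% in these data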;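 note: cells cotransfected with COUP-TFII expression vector driving the NGFI-A reporter; 0% = median of COUP-TF2 test wells and 100% = reporter-only cells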
LRH-1 inv ag = NR5A2 inverse agonism in reporter assay. O00482. HEK293T StAR-luciferase reporter, LRH-1 transfected, 24 h. inhibition, % at 3.6 µM. actives 0.13% (n = 360,000). AID 602396;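 active = inhibition above the mean inhibition of all tested compounds plus 3 SD, cut at about 73% in these data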;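 note: 0% = DMSO wells and 100% = reporter-only cells lacking LRH-1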
TWEAK-Fn14 inh = inhibitors of TWEAK-Fn14 interaction signaling | TWEAK-stimulated Fn14 reporter cells, luciferase luminescence, 8 h | inhibition, % at 10 µM | actives 2% (n = 360,000); in the data active = inhibition above about 50%
SRC2 inh = inhibits human steroid receptor coactivator 2; Q15596; HEK293 GAL4-SRC2 luciferase reporter, luminescence; inhibition, % at 9 µM; actives 0.17% (n = 370,000);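 active = inhibition above the mean inhibition of all tested compounds plus 3 SD, set per campaign, cut at about 52% in these data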;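 note: 0% = DMSO treated cells and 100% = cells given Gossypol at 36 µM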
ABHD5-PLIN5 inh = ABHD5-PLIN5 protein interaction inhibition | Q00G26+Q8WTS1 | Split G. princeps luciferase complementation, luminescence, 4 h | inhibition, % at 4 µM | actives 0.78% (n = 360,000) | AID 602281;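 active = inhibition above the mean inhibition across every tested compound plus 3 SD, cut at about 22% in these data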;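 note: 0% = DMSO only wells and the 100% control is not disclosed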
The depositor's hits bear a star; ? = inconclusive; / = no result given.

SMILES	SRC3 inh	TROY signal inh	NCOA1 inh	TLR9-MyD88 inh	Exocytosis inh	NOD2-RIPK2 inh	NR2F2 inh	LRH-1 inv ag	TWEAK-Fn14 inh	SRC2 inh	ABHD5-PLIN5 inh
COc1cc2c(cc1OC)CN(c1ccc(C(F)(F)F)cn1)CC2	-21	-10	-15	0	-1	-1	-5	-57	51*	-14	2
O=C(C1CCN(S(=O)(=O)c2ccc(Br)cc2)CC1)N1CCOCC1	-11	9	8	-3	0	-12	-8	-17	8	10	8
COc1ccc(/C=N\NC(=O)c2ccc(-c3ccccc3)cc2)cc1COC(C)=O	15	21	17	0	2	-9	-9	3	-20	-7	-1
COc1ccc(Cl)cc1NC(=O)CCN1CCN(Cc2ccccc2)CC1	9	3	12	-6	25	-3	-4	-7	8	-4	-7
COCCSc1ccccc1C(=O)Nc1ccc(S(=O)(=O)N2CCOCC2)cc1	16	5	0	-1	-3	-10	14	6	15	6	-4
CCC(=O)N1CCCC(C(=O)Nc2nc3ccccc3[nH]2)CC1 (stereo not given)	-25	-31	-28	/	39	0	-27	-22	10	-43	8
CCCCN(C)C(=O)c1sc(=O)n(Cc2c(C)noc2C)c1C	25	-5	-5	/	7	0	0	22	-6	1	1
O=C(COc1ccc([N+](=O)[O-])cc1)NNC(=O)Nc1cccc(F)c1	-15	21	8	-9	3	-10	-4	0	-4	-12	-2
CC(NC(=O)c1ccccc1)c1nnc(SCc2nc3ccccc3c(=O)[nH]2)n1C (stereo not given)	14	-1	-13	-6	-1	-15	2	0	-9	10	-10
Cc1ccc(C(=O)NCCc2ccc(S(=O)(=O)N3CCCC3)cc2)cc1	2	-14	-12	1	64*	-2	-20	21	1	-18	-3
CS(=O)(=O)N(Cc1nc(-c2ccc(F)cc2)no1)c1ccccc1Cl	12	14	-6	-12	-4	0	-14	-1	11	6	-1
CC(C)(CC(=O)O)CC(=O)N1CCN(c2nc3ccc(Cl)cc3s2)CC1	7	-39	6	5	?	-4	/	-25	-17	/	-23
Cc1ccc(NC(=O)COC(=O)C2CC2(Cl)Cl)cc1C (stereo not given)	20	-77	18	5	0	-6	2	0	23	-24	2
O=C(/C=C/c1ccc2c(c1)OCCO2)N1CCN(c2ccc(F)cc2)CC1	9	28	14	5	-5	-1	-17	-9	-9	-3	1
CCCCOc1ccc(Nc2cc(Cl)ccc2C(=O)O)cn1	9	36	-13	-12	-2	-1	0	-4	11	-6	9
CCOc1ccc(S(=O)(=O)N2CCN(c3ccccc3F)CC2)c2cccnc12	2	26	4	-2	5	10	0	-7	-5	19	7
CC(C)(C)OC(=O)C[C@H]1C/C=C\C[C@H](CC(=O)NCCO)C(=O)NC[C@H](c2ccccc2)OC1=O	-6	1	-7	4	6	-6	-3	17	2	9	1
CN1C(=O)CSC1=NCC12CC3CC(CC(C3)C1)C2	10	-3	0	15	-2	5	4	-1	7	-9	4
O=C(c1cccc(S(=O)(=O)N2CCN(c3ccc(F)cc3)CC2)c1)N1CCCC1	-6	5	6	5	0	0	11	5	15	16	7
O/N=C/c1ccc(-c2cc(Cl)ccc2Cl)o1	24	5	1	-6	6	11	-1	-5	39	-7	-4
CC(=O)c1cccc(NC(=O)CO/N=C2/CCCc3nonc32)c1	9	-5	-3	-1	-6	-11	14	-21	7	8	-2
O=C(COC(=O)Cc1ccc(S(=O)(=O)N2CCOCC2)s1)Nc1ccc(F)cc1F	28	-16	-10	2	2	11	-23	-18	-2	-9	-1
COc1ccc(C(=O)N2CCOCC2)cc1Br	-11	-1	4	-11	-2	6	-11	5	11	4	0
Cc1onc(-c2ccccc2Cl)c1C(=O)Nc1ccccc1N1CCOCC1	2	/	0	-5	6	-5	12	-10	-7	-5	-2
CCCCCC(=O)OCCc1c(C)nc2nc[nH]n2c1=O	-9	9	-83	12	0	2	-20	-5	-29	6	0
O=C(c1n[nH]c2ccccc12)N1CCCCC1	-7	2	-19	8	-3	8	2	2	7	0	2
CCc1nnc(NC(=O)CCn2cnc3ccccc3c2=O)s1	10	-11	6	/	0	-9	19	-13	7	-16	-2
Cc1cc(C)n(-c2nc(-c3ccc(Cl)c(Cl)c3)cs2)n1	-19	-69	-17	-2	-1	-11	-12	10	0	-26	3
Cc1nc(C)c(C(=O)Nc2cccc(Cl)c2)o1	14	-24	-12	-10	-2	-6	0	-17	9	6	5
CN(C)S(=O)(=O)c1ccc(NC(=O)CCNC(=O)c2ccc([N+](=O)[O-])cc2)cc1	17	9	-3	0	10	8	-8	5	-16	19	1
CC(=O)Nc1ccc(OC(=O)c2ccc(Br)c([N+](=O)[O-])c2)cc1	16	4	-8	13	-2	16	-5	16	-25	11	10
CN(c1ccc(C(=O)N2CCN(c3ccc(F)cc3)CC2)cc1)S(C)(=O)=O	1	-1	-14	1	-1	-9	17	0	3	-53	8
CCCc1nnc(SCC(=O)N2CCOCC2)n1CC1CCCO1 (stereo not given)	-5	-7	-3	1	-5	-15	0	8	-10	-10	7
Cc1cc(C)nc(SCC(=O)NNS(=O)(=O)c2ccc(C#N)cc2)n1	9	1	-2	0	1	-4	4	26	-20	2	0
O=C(Nc1cccc(NC(=O)c2cccs2)c1)c1ccc(F)cc1	-20	-19	0	-2	7	-13	13	7	-3	-6	-6
COC(=O)[C@H](CC(C)C)NC(=O)N1CCCCC1C (stereo not given in full)	19	-11	10	10	3	0	6	-1	2	13	1
Cc1ccc(C(CNS(=O)(=O)c2ccc(F)cc2C)N2CCN(C)CC2)cc1 (stereo not given)	9	-5	-4	-5	-3	1	10	-11	8	5	10
COc1ccc(N=Cc2cccc(C)c2O)cc1Cl	6	18	6	-4	2	3	-6	17	2	-13	2
CCN(CC)C(=O)C1=C(C)N(CCCN2CCCC2=O)C(=O)C(CC(=O)NC2CCCCC2)C1 (stereo not given)	9	-2	-9	3	-4	-5	12	24	0	10	0
CCC1(C(=O)OC)NC(c2cccc(F)c2)C2C(=O)N(C)C(=O)C21 (stereo not given)	9	4	-9	1	-2	-8	2	6	-7	-9	8
COc1cccc(NC(=S)NN2C(C)CCCC2C)c1 (stereo not given)	20	18	8	-5	-2	-4	5	6	-10	-7	6
CCOC(=O)CN1C(c2ccc(O)cc2)Nc2ccc(Br)cc2C1c1ccccc1 (stereo not given)	10	7	5	-2	20	0	14	17	-12	-18	-7
COc1ccc(S(=O)(=O)N2CCC(C(=O)N[C@@H](C)C(=O)NCc3ccncc3)CC2)cc1	-10	4	4	-11	-2	-9	-28	-1	-7	9	6
Cc1ccc(/C=C2\SC(=S)N(C3CCS(=O)(=O)C3)C2=O)o1 (stereo not given)	-6	-14	3	1	2	-16	-2	20	28	-8	2
CCNC(=O)NC(=O)COC(=O)CNC(=O)COc1ccccc1	-3	/	0	3	1	8	3	-6	0	3	-5
COc1ccc(CN2C(=O)C(CC(=O)NCCN3CCOCC3)CC(C(=O)N3CCCCCC3)=C2C)cc1 (stereo not given)	/	13	/	/	-2	-24	-14	-37	6	-27	-13
NC(=O)c1cnn2c(-c3cccc(C(F)(F)F)c3)ccnc12	-14	0	7	/	-2	-3	3	6	-10	-42	-3
CC(C)CNC(=O)COC(=O)/C=C/c1ccccc1[N+](=O)[O-]	5	-2	8	4	1	2	20	7	7	-23	-1

2 of these compounds in another layout.
mol: CCC1(C(=O)OC)NC(c2cccc(F)c2)C2C(=O)N(C)C(=O)C21 (stereo not given)
- SRC3 inh: 9
- TROY signal inh: 4
- NCOA1 inh: -9
- TLR9-MyD88 inh: 1
- Exocytosis inh: -2
- NOD2-RIPK2 inh: -8
- NR2F2 inh: 2
- LRH-1 inv ag: 6
- TWEAK-Fn14 inh: -7
- SRC2 inh: -9
- ABHD5-PLIN5 inh: 8

mol: COc1cccc(NC(=S)NN2C(C)CCCC2C)c1 (stereo not given)
- SRC3 inh: 20
- TROY signal inh: 18
- NCOA1 inh: 8
- TLR9-MyD88 inh: -5
- Exocytosis inh: -2
- NOD2-RIPK2 inh: -4
- NR2F2 inh: 5
- LRH-1 inv ag: 6
- TWEAK-Fn14 inh: -10
- SRC2 inh: -7
- ABHD5-PLIN5 inh: 6

New compounds follow
SMILES	SRC3 inh	TROY signal inh	NCOA1 inh	TLR9-MyD88 inh	Exocytosis inh	NOD2-RIPK2 inh	NR2F2 inh	LRH-1 inv ag	TWEAK-Fn14 inh	SRC2 inh	ABHD5-PLIN5 inh
COc1ccc(N(C(C)C(=O)NN=C2CCCC2)S(C)(=O)=O)cc1 (stereo not given)	-10	-7	2	-3	0	-2	7	1	-16	-2	1
O=C(Nc1ccc2c(c1)OCO2)N1CCC(CO)(CC2CCCCO2)CC1 (stereo not given)	-9	-20	-25	-5	0	-11	-22	-33	-5	-42	0
O=c1c(Cc2ccc(Cl)cc2)c(O)ccn1Cc1ccccc1	-6	47	3	-1	-2	-16	8	1	17	-22	6
CC(=O)N1c2ccc(S(=O)(=O)N3CCCC3)cc2CC1C(=O)Nc1cc(C)cc(C)c1 (stereo not given)	-16	3	13	-2	-3	-2	7	-7	-1	-5	3
CNC(=O)C1CC(=O)N(c2ccc(OCC(=O)N3CCCC3)cc2)C1 (stereo not given)	11	6	-1	0	4	-8	18	-13	-2	-7	0
CCNC(=O)C(C)Sc1ccc(Cl)cc1 (stereo not given)	-20	3	1	6	1	-3	8	-9	-3	12	-7
Cc1ccc(S(=O)(=O)N(C)C[C@H]2OCc3cn(nn3)CCCC(=O)N([C@H](C)CO)C[C@@H]2C)cc1	9	4	4	4	-6	2	18	8	2	-11	7
COC(=O)c1cn(NC(=O)Cn2nc([N+](=O)[O-])c(Cl)c2C)c(=O)c2ccccc12	15	-10	-15	7	0	6	5	-13	-9	4	2
COc1ccc(-c2nn(-c3ccccc3)cc2CNC[C@H]2O[C@@H](n3cnc4c(N)ncnc43)[C@H](O)[C@@H]2O)cc1	-19	-15	-24	-8	-1	-3	-14	-6	-21	11	-6
CC1CCCC(NC(=O)/C=C/c2c(F)cccc2Cl)C1C (stereo not given)	-11	-63	-31	4	1	-3	-13	-34	-52	-16	3
Cc1cccc(N(C)S(=O)(=O)c2c(C)[nH]c(C)c2C(=O)N2CCCC2)c1	16	4	12	8	7	-8	-14	-5	1	5	-3
CN(C)c1ccc(-c2nc3n(n2)C(c2cccnc2)C2=C(CC(C)(C)CC2=O)N3)cc1 (stereo not given)	-9	6	-6	-1	-2	4	-17	18	-3	22	-3
O=S1(=O)CC(N2CCN(CC3CC3)CC2)CN1Cc1ccc(F)cc1 (stereo not given)	6	9	2	/	-2	2	5	1	-19	-11	0
O=C1CC(N2CCN(c3ccccc3Cl)CC2)C(=O)N1c1ccc(F)cc1 (stereo not given)	20	-1	3	11	0	-9	20	6	6	-14	-1
CC(C)(C)c1ccc(C(=O)Nc2c3c(nn2C(C)(C)C)CS(=O)(=O)C3)cc1	-7	1	12	1	-1	1	9	-14	11	5	16
CCc1nc(N=Nc2c(O)[nH]c3ccccc23)c2c3c(sc2n1)CCC3	13	2	10	-7	-2	2	-6	-6	12	3	-1
CCN1CCN(CCNC(=O)c2ccc3c(c2)NC(=O)/C(=C\c2cccc(Cl)c2)S3)CC1	-27	3	-22	13	10	7	/	-6	-67	/	12
CC(=O)c1ccc2c(c1)N(Cc1ccccc1Cl)C(=O)C(C)S2 (stereo not given)	-19	5	7	/	-8	5	84*	39	-42	27	-3

A portion of the library; rates above refer to the full screens.
